Bioassay records (PubChem)
BRCA1 expr act = activators of BRCA1 expression | 1.1% of 380,000 active | Potency, µM (series often up to 46.1 µM), inactives show at the highest dose activation, most hits filed as activators | MCF7-BRCA1-FFLuc reporter, luminescence, 48 h; response scale: scaled: vehicle 0%, 10 µM genistein 100%; note: nearly all actives have a fitted effect of over 80% in size; some results filed as inactive show a strong effect at the top dose
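Activators of BRCA1 expression were detected as increased firefly luciferase luminescence in engineered MCF7 cells after 48 h compound incubation. Signals were scaled to genistein 10 microM as full activation.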
VP16 counter = counter-screen for ROR gamma inhibitors: Gal4-VP16 reporter | Drosophila S2 Gal4-VP16 UAS-luciferase, luminescence, 20 h | Potency, µM (series often up to 53.6 µM), for the others: at the top dose activity, negative = inhibition, usual class: inhibitors | 3.5% of 310,000 active;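 note: Gal4-VP16 expression switched on by copper sulfate through the metallothionein promoter; % is set by controls: 0 for no effect and ±100 for the full control effect; nearly all actives have a fitted effect of over 50% in size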
RORgamma inh = blocks mouse ROR gamma transcriptional activity | P51450 | AID 2551 | Potency, µM (top dose mostly 53.6 µM), inactives show at the highest dose activity change, negative = inhibition, hits mostly inhibitors | 5.4% of 310,000 active | Drosophila S2 Gal4-RORgamma UAS-luciferase reporter, 20 h; note: % is set by controls: 0 for no effect and ±100 for the full control effect; nearly all actives have a fitted effect of over 60% in size
Target sequence (P51450 whole entry, looked up, the tested form may be a part): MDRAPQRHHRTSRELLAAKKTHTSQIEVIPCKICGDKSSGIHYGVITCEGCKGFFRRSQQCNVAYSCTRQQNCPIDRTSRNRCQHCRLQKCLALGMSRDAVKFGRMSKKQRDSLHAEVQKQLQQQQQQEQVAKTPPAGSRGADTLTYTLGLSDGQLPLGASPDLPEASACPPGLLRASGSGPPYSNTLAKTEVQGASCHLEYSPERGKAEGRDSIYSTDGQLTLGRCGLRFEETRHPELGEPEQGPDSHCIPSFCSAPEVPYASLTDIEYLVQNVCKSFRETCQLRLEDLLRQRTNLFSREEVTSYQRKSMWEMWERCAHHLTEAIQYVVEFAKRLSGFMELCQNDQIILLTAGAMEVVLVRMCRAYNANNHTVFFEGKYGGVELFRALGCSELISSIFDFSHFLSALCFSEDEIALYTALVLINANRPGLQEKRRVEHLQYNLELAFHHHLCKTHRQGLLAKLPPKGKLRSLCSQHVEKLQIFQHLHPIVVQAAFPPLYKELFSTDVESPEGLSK
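Stably transfected Drosophila Schneider cells are the test system, with ROR gamma fused to Gal4 and luciferase under UAS control; luminescence is read after 20 hr of 700 uM copper sulfate induction at ambient temperature.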
ELG1 genotox = genotoxicity induction in ELG1-luciferase HEK293T cells. HEK293T ELG1-luciferase reporter, luminescence, 16 h. 1.3% of 330,000 active. Potency, µM (top dose mostly 46 µM), without a hit: at the highest dose activity change, positive = activation, usual class: activators; note: % of control where 0% means no effect; nearly all actives have a fitted effect of over 60% in size
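16 hr compound incubation (37 °C, 5% CO2) of HEK293T cells carrying luciferase-tagged ELG1; luciferase then measured by ONE-Glo luminescence after 30 min at RT.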
p53 reactivator = restores transcriptional activity of mutant p53; H1299 p53-A138V BP100-luciferase reporter, luminescence, 24 h; Potency, µM (top dose mostly 92.2 µM), inactives show at the top dose activity change, positive = activation, most hits filed as activators; 0.063% of 320,000 active; note: % of control where 0% means no effect; nearly all actives have a fitted effect of over 45% in size
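H1299 (p53-null), stable ts p53-A138V + BP100-Luc; 1000 cells/well, Opti-MEM/10% FBS; cpd 4 pt, 1:5; 24 h, 37 deg C, 5% CO2; detection reagent 10 min RT; luminescence.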
MBNL1-CUG inh = inhibitors of human MBNL1 binding to CUG repeat RNA; Potency, µM (doses to about 57.5 µM), for the others: top-dose activity change, negative = inhibition, most hits filed as inhibitors; 0.036% of 280,000 active; TR-FRET MBNL1-His/biotin-(CUG)12 binding, 665/545 ratio; Q9NR56; AID 2675; active = well fitted inhibition curve with a large enough effect in the signal ratio, with a control signal flat, not every such curve was filed as active; inconclusive = small, poorly fitted or top-dose-only effect, or effect the other way, or a change in a side signal; inactive = no such curve, though single readings can be large or run the other way; the % refers to the signal ratio; note: % is set by controls: 0 for no effect and ±100 for the full control effect
Target sequence (Q9NR56 whole entry, looked up): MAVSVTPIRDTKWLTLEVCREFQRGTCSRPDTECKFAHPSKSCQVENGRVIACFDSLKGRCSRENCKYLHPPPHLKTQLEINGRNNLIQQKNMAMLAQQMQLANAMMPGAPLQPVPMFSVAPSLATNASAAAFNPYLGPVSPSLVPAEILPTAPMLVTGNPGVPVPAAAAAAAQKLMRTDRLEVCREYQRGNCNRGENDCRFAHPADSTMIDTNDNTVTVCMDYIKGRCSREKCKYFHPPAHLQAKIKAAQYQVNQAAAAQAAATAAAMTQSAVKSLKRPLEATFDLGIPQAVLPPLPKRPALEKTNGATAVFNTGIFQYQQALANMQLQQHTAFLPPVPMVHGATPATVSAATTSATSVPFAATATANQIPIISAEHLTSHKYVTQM
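Ratiometric TR-FRET (665 over 545 nm, excitation 340 nm) tracks disruption of MBNL1-His/biotin-(CUG)12 complex after 60 min at room temperature, with compounds at 92 nM to 58 uM final.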
FLuc counter = inhibits or activates purified firefly luciferase, miR-21 counter-screen. purified FLuc, Km substrates, luminescence inhibition. Potency, µM (titrated, usually from 57.5 µM), for the others: at the highest dose activity change, negative = inhibition, actives largely listed as inhibitors. 6.9% of 360,000 active;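 note: plate controls were vehicle for no effect and reference inhibitor for full effect; nearly all actives have a fitted effect of over 55% in size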
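Purified P. pyralis luciferase, 10 nM final, with Km-level 10 uM D-luciferin and 10 uM ATP in 50 mM Tris acetate pH 7.5, 10 mM Mg acetate, 0.01% Tween-20, 0.05% BSA; 6-point qHTS titration about 60 µM downward; luminescence read.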
Rab9 promoter act = activators of Rab9 promoter; Huh7 Rab9 promoter-luciferase reporter, luminescence, 24 h; Potency, µM (doses to about 9.22 µM), for the others: at the highest dose activation, negative = inhibition, actives largely listed as activators; 2.8% of 320,000 active; note: % of control where 0% means no effect; nearly all actives have a fitted effect of over 60% in size
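Steps: seed 1500 Huh7 Rab9-luc cells per well, rest 2 h at 37 °C; add compound in DMSO; incubate 24 h; add luciferase reagent, 10 min ambient; read luminescence.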
CXXC DNA block = blocks binding of human MLL CXXC domain to DNA; 0.037% of 290,000 active; MLL-CXXC / FITC-HOXA9 DNA fluorescence polarization; Q03164; Potency, µM (top dose mostly 115 µM), inactives show at the top dose activity change, negative = inhibition, actives largely listed as inhibitors; active = well fitted inhibition curve with a large enough effect in the polarisation, with a control signal flat, not every such curve was filed as active; inconclusive = small, poorly fitted or top-dose-only effect, or effect the other way, or a change in a side signal; inactive = no such curve, though single readings can be large or run the other way; the % refers to the polarisation
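Fluorescence polarization: 7 uM MLL-CXXC (stock) preincubated 5 min with compounds, then 50 nM fluorescein-HOX-A9 DNA (stock) added; 30 min ambient. Buffer 50 mM Tris-HCl pH 7.5, 50 mM NaCl, 1 mM DTT, 0.05% BSA.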
NPC1 promoter act = NPC1 promoter activation; Huh7 NPC1 promoter luciferase reporter, 24 h; Potency, µM (series often up to 9.22 µM), for the others: at the top dose activation, hits mostly activators; 2.4% of 320,000 active;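 note: % of control where 0% means no effect; nearly all actives have a fitted effect of over 60% in size; reporter is driven by a mutant NPC1 promoter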
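Huh7 cells stably carrying NPC1 promoter–luciferase, plated in Opti-MEM with 10% FBS for 2 h, were exposed to compound in DMSO for 24 h at 37 °C; luciferase reagent was added for 10 min and luminescence read.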
uPA generation = blocks generation of uPA at the cell surface. cell surface uPA generation assay, qHTS. Potency, µM (top dose mostly 38.3 µM), for inactives: at the top dose activity change, negative = inhibition, hits mostly inhibitors. 0.31% of 330,000 active; active = well fitted inhibition curve with a large enough effect; inconclusive = small, poorly fitted or top-dose-only effect; inactive = no such curve, though single readings can be large or run the other way; tested in mouse RAW 264.7 cells; note: % is set by controls: 0 for no effect and ±100 for the full control effect; nearly all actives have a fitted effect of over 55% in size
Numbers without * were called inactive; ? = inconclusive; · = not tested or not shown; & = joins results of further samples; [ ] = dose if it differs, or a comment. Unless noted, calls come from the whole dose curve; as a rule, active = well fitted curve in the direction sought with a large enough effect; inconclusive = small, poorly fitted or top-dose-only effect, or another doubt; inactive = no such curve, though single readings can be large; an effect the other way counts as inactive or inconclusive. Potency is the fitted concentration of half-maximal effect.

Each structure is followed by: BRCA1 expr act, VP16 counter, RORgamma inh, ELG1 genotox, p53 reactivator, MBNL1-CUG inh, FLuc counter, Rab9 promoter act, CXXC DNA block, NPC1 promoter act, uPA generation
[1] Cc1cccc(-n2c(O)c(C=NCc3cccnc3)c(=O)[nH]c2=O)c1C
  ·, -8%, -1%, -1%, -5%, -5%, 2%, 1%, 1%, 13%, 2%
[2] NNP(=O)(CC(=O)c1ccccc1)c1ccccc1 (configuration not stated)
  44%, -1%, 2%, -3%, 0%, -4%, 2%, -7%, 5%, 1%, -1%
[3] CCCCC(C)C(OC(=O)CC(CC(=O)O)C(=O)O)C(CC(C)CC(O)CCCCC(O)CC(O)C(C)N)OC(=O)CC(CC(=O)O)C(=O)O (configuration not stated)
  -20%, -4%, -6%, 0%, -1%, -15%, 6%, 4%, 2%, -6%, 4%
[4] Cc1ccccc1-n1c(O)c(C=Nc2ccc(N(C)C)cc2)c(=O)[nH]c1=O
  -22%, 19%, -33%, 12%, 18%, ?, ?, 18%, 12%, 6%, -6%
[5] COc1ccccc1CN1CCN(C(=O)COc2ccccc2)CC1
  -8%, -2%, -5%, 0%, 0%, -5%, -2%, -2%, 13%, 2%, 2%
[6] CC[C@H]1CN2CCC1C[C@H]2[C@H](O)c1ccnc2ccc(OC)cc12 (some centres not stated)
  3%, ·, ·, 1%, -3%, ·, 4%, -2%, ·, 1%, 20%
[7] O=C(Nc1ccc(Br)cc1)N1C[C@H]2C[C@@H](C1)c1cccc(=O)n1C2
  -4%, 1%, -1%, 0%, 6%, -4%, 1%, -1%, 13%, -1%, -4%
[8] O=C(Nc1nccs1)C(Cl)(Cl)Cl
  10%, ?, ?, 0%, 4%, -4%, -1%, 3%, -6%, -6%, -5%
[9] Cc1cc(/C=C2\C(=O)NC(=O)N(Cc3ccco3)C2=O)c(C)n1-c1ccc(C(=O)O)cc1
  -2%, -10%, 23%, 5%, 0%, 28%, -2%, 4%, 28µM*, -3%, -1%
[10] O=C1NC(=O)C(=Cc2ccc(SC3CCCCC3)o2)C(=O)N1
  -46%, -7%, -33%, 3%, -5%, 8%, ?, 0%, -13%, 0%, ?
[11] O=c1c2ccccc2nc(-c2ccc(Cl)cc2Cl)n1-c1ccncc1
  -21%, -4%, -7%, -4%, -18%, 2%, -5%, 4%, -2%, -1%, ·
[12] Cn1cccc1CN1CCN(C(=O)COc2ccccc2)CC1
  -26%, 5%, 12%, -5%, -6%, -9%, 5%, 0%, 1%, 0%, 7%
[13] CCn1c(NN=O)nc2ccccc21
  -59%, ?, 0.5µM*, 4%, 12%, 18%, -2%, -27%, 7%, -11%, -5%
[14] COC(=O)C1=C(c2ccc(OC)c(OC)c2)C[C@@H]2CC[C@H]1N2C(=O)NCc1ccc(F)cc1
  0%, ·, ·, 1%, -4%, ·, -2%, 3%, ·, -4%, 4%
[15] O=c1oc2ccccc2c(O)c1[C@H]1c2ccc(O)cc2Oc2c1c(=O)oc1ccccc21
  -77%, 2%, -25%, -5%, -14%, 16%, -7%, 10%, -10%, -5%, -5%
[16] Cc1nnc2n1-c1ccc(Br)cc1C(c1ccccc1Cl)=NC2
  -35%, 0%, -38%, -4%, -6%, 0%, 7%, -5%, -6%, 0%, -6%
[17] O=P(N[C@@H](c1ccccc1)[C@@H]1C[C@H]1CO)(c1ccccc1)c1ccccc1
  0%, 14%&-2%, -4%&-2%, 1%, 4%, 17%, 2%, -1%, -5%, 1%, 2%
[18] COc1ccc(C(=O)C2CN(C)CC2C(=O)c2ccc(OC)cc2)cc1 (configuration not stated)
  45%, 16%, 5%, 0%, -2%, 4%, 0%, 1%, 45%[activator], -2%, -12%
[19] CCN1C(=O)NC(=O)/C(=C\c2cn(CC(=O)O)c3ccccc23)C1=O
  ·, -7%, -23%, -1%, -1%, 12%, ?, 0%[1.84 µM], ?, 0%, ·
[20] CNP1(NC)=Nc2nn(-c3ccccc3)c(N)c2C(c2ccccc2)=N1
  2%, 2%, 10%, 2%, 10%, 11%, -5%, 0%, -14%, -3%, 6%
[21] C[C@H](NC(=O)c1[nH]cnc1C(=O)Nc1ccc(Cl)cc1)c1ccccc1
  -63%, ·, ·, -6%, -1%, ·, -2%, -8%, ·, 1%, -27%
[22] O=C(c1c[nH]c2ccc(S(=O)(=O)N3CCC4(CC3)OCCO4)cc2c1=O)N1CCC2(CC1)OCCO2
  -9%, -4%, -2%, 1%, 3%, 5%, -5%, 0%, 0%, -2%, 7%
[23] CCCCCN=C(N)N/N=C/c1c[nH]c2ccc(OC)cc12
  -80%[inhibitor], -1%&6%, -7%&20%, ·, ·, ·, ·, ·, 3%, ·, ?
[24] COc1ccccc1C1c2[nH]c3ccccc3c2C[C@H]2C(=O)N(C3CCN(Cc4ccccc4)CC3)CC(=O)N12 (some centres not stated)
  -42%, -12%, -1%, -12%, -5%, -5%, 1%, 0%, 11%, -1%, ?
[25] C#CCOCCOCCOCCNc1nc(N2CCN(C(=O)CCCCCCCCCCNC(=O)Cn3cc(C[C@@H](C)O)nn3)CC2)nc(N2CCN(C(=O)CCCCCCCCCCNC(=O)[C@H](CCCCN)n3cc(C[C@@H](C)CC)nn3)CC2)n1
  -94%[inhibitor], ·, ·, -63%[inhibitor], 10%, ·, 0%, -6%, ·, -5%, ?
[26] CN1C(=O)NC(=O)/C(=C\C=C\c2ccccc2[N+](=O)[O-])C1=O
  -85%, ?, 10µM*, -22%, -9%, 16%, ?, -15%, ?, -28%, -5%
[27] C=CCOC(=O)C1=C(C)OC(N)=C(C#N)C12C(=O)N(CN1CCOCC1)c1ccccc12 (configuration not stated)
  21%, 3%, -1%, 0%, 5%, -3%, 0%, 4%, 1%, 1%, 0%
[28] Cc1oc(/N=C/c2ccc3c(c2)OCO3)c(C#N)c1C
  1%, 4%, 1%, ?, 4%, 6%, 1.7µM*, 13%, 9%, -3%, ·
[29] CC(C)(C)c1ccc(C(=O)C2CCCN(C3CCC3)C2)cc1 (configuration not stated)
  -1%, -3%, 26%, -8%, 7%, -8%, 1%, -13%, -6%, -1%, -7%
[30] CCC1(C)CC(C(N)=S)CCO1 (configuration not stated)
  12%, -1%, -4%, -2%, 3%, -11%, ?, -5%, -12%, 2%, 5%
[31] O=C(/C=C/c1ccccc1)c1c(O)n(CCc2ccccc2)c(=O)[nH]c1=O
  -77%, 22%, -33%[10 µM], -1%, 4%, ·, 3%, -2%, ?, -3%, -11%
[32] COc1ccc(CN2C(=O)NC(=O)/C(=C/c3ccc([N+](=O)[O-])o3)C2=O)cc1
  ·, 5%, 2%, 5%, -2%, 19%, 19µM*, 0%, 2%, -5%, ·

One compound at a time, from the list above. Order of values: BRCA1 expr act	VP16 counter	RORgamma inh	ELG1 genotox	p53 reactivator	MBNL1-CUG inh	FLuc counter	Rab9 promoter act	CXXC DNA block	NPC1 promoter act	uPA generation
Shown for Cc1ccccc1-n1c(O)c(C=Nc2ccc(N(C)C)cc2)c(=O)[nH]c1=O → -22%	19%	-33%	12%	18%	?	?	18%	12%	6%	-6%
Shown for CCCCC(C)C(OC(=O)CC(CC(=O)O)C(=O)O)C(CC(C)CC(O)CCCCC(O)CC(O)C(C)N)OC(=O)CC(CC(=O)O)C(=O)O (configuration not stated) → -20%	-4%	-6%	0%	-1%	-15%	6%	4%	2%	-6%	4%
Shown for O=C1NC(=O)C(=Cc2ccc(SC3CCCCC3)o2)C(=O)N1 → -46%	-7%	-33%	3%	-5%	8%	?	0%	-13%	0%	?
Shown for Cc1nnc2n1-c1ccc(Br)cc1C(c1ccccc1Cl)=NC2 → -35%	0%	-38%	-4%	-6%	0%	7%	-5%	-6%	0%	-6%

Only part of the results is shown. The share of hits here may be higher or lower than overall.
